EPAC2 agonist – activates human EPAC2 exchange factor; Q8WZA2; EPAC2 activation, biochemical qHTS; response scale: 100% = 6.5 mM cAMP response; Potency, µM (top dose mostly 154 µM), for inactives: at the highest dose activation, actives largely listed as activators; hit rate 0.079% among 360,000; further: potency means the concentration at half of the fitted maximal effect; nearly all actives have a fitted effect of over 50% in size
Target sequence (Q8WZA2 whole entry, looked up): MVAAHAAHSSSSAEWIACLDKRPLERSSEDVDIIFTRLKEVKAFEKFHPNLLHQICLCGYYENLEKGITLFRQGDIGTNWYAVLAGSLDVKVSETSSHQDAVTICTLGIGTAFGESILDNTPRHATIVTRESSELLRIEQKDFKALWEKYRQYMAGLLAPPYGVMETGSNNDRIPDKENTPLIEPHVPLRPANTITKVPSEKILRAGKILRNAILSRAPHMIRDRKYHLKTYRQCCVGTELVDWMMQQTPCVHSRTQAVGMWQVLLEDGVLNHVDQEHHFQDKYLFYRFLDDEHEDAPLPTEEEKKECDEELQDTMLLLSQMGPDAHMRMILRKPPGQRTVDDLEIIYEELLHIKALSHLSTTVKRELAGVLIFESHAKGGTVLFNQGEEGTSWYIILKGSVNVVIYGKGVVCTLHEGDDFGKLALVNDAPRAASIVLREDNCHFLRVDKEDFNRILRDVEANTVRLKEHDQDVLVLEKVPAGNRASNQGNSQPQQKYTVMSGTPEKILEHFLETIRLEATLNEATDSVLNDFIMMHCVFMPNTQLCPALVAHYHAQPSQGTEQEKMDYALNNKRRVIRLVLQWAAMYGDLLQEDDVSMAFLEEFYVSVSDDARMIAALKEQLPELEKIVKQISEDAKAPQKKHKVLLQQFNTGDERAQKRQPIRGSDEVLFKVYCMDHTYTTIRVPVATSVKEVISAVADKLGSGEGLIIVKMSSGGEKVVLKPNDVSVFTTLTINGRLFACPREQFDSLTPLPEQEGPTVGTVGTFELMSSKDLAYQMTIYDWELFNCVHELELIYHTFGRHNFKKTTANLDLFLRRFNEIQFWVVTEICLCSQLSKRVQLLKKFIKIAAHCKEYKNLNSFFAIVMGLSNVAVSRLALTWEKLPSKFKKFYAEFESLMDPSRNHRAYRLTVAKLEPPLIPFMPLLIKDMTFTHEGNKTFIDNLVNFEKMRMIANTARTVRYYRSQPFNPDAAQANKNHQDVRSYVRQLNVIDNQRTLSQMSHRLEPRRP
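Readout is BODIPY fluorescence (480 nm excitation, 540 nm emission), which falls as labeled GDP is exchanged off Rap1B. EPAC2 at 100 nM acted on 250 nM RAP1B-BODIPY-GDP with 50 uM GDP present.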
Nrf2 activator – activates Nrf2 signaling. AREc32 ARE-luciferase reporter (MCF7-derived line), luminescence, 24 h. Potency, µM (titrated, usually from 46.1 µM), without a hit: top-dose activation, hits mostly activators. hit rate 0.31% among 410,000; further: potency means the concentration at half of the fitted maximal effect; % of control where 0% means no effect; nearly all actives have a fitted effect of over 65% in size
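Nrf2 activation is followed as ARE-luciferase induction in the AREc32 line after one day of compound treatment; luminescence is read with Steady-Glo.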
ATXN2 expr inh – ATXN2 expression inhibition | HEK-293 ATXN2-luciferase reporter, luminescence, 24 h | Potency, µM (series often up to 57 µM), for the others: top-dose activity change, negative = inhibition, actives largely listed as inhibitors | hit rate 0.72% among 360,000 | AID 1745845; further: potency means the concentration at half of the fitted maximal effect; on the % scale 0 is the no-effect control and ±100 the full control effect; nearly all actives have a fitted effect of over 55% in size
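qHTS (up to 57 uM final) was run with 24 h compound exposure of reporter cells at 37 °C. Each well was multiplexed: SteadyGlo luminescence measured ATXN2-luciferase expression after a fluorogenic Gly-Phe-AFC viability readout (25 uM final).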
A549 viability – counter-screen for Nrf2 inhibitors: cytotoxicity in A549 cells | A549 ARE-Fluc cells, CellTiter-Fluor viability, 18-24 h | Potency, µM (top dose mostly 46 µM), for the others: top-dose activity change, negative = cytotoxicity, actives largely listed as inhibitors | hit rate 0.16% among 390,000; further: potency means the concentration at half of the fitted maximal effect; on the % scale 0 is the no-effect control and ±100 the full control effect
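A549 ARE-Fluc cells in 5% FBS OPTI-MEM, 5000 cells/well, rested 2 h then exposed to compounds in concentration-response for 18-24 h at 37 °C. Viability by CellTiter-Fluor fluorescence (Ex 405/Em 525) after 30 min; luciferase luminescence (BugLite, 15 min, RT) read afterwards.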
S2 tox – viability counter-screen for ATXN expression inhibitors | S2 cells (HEK-293 line with an ATXN2-luciferase reporter) viability, CellTiter-Fluor protease fluorescence, 24 h | hit rate 0.49% among 400,000 | Potency, µM (highest dose often 56.7 µM), actives largely listed as cytotoxic; further: potency means the concentration at half of the fitted maximal effect; nearly all actives have a fitted effect of over 40% in size
TGFb inhibitor – inhibitors of TGF-b signaling | Potency, µM (doses to about 46.1 µM), without a hit: at the top dose activity, negative = inhibition, actives largely listed as inhibitors | AID 588855 | HepG2 CAGA-GFP TGF-b/SMAD3 reporter, GFP fluorescence, 18 h; TGF-beta stimulated, 500 pg/mL final | hit rate 1.2% among 410,000; further: potency means the concentration at half of the fitted maximal effect; on the % scale 0 is the no-effect control and ±100 the full control effect; nearly all actives have a fitted effect of over 65% in size
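HEPG2 CAGA-GFP, 1000 cells/well; 2 h settle, 37 C; cpd via pin tool; TGF-b 500 pg/mL final; 18 h, 37 C; GFP imaging ex488/em500-530; %Activity normalised to -TGF-b and +DMSO controls; CRC fit, curve class.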
HepG2 viability – kills HepG2 cells in TGF-b inhibitor counter-screen; hit rate 0.76% among 410,000; HepG2 CAGA-GFP viability, ATP luminescence, 18 h; Potency, µM (top dose mostly 46.1 µM), for the others: top-dose activity change, negative = cytotoxicity, most hits filed as cytotoxic; AID 588856; further: potency means the concentration at half of the fitted maximal effect; some results filed as inactive show a strong effect at the top dose
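CellTiter-Glo luminescence gave cytotoxicity after 18 hours at 37 degrees C. The cells were HepG2 CAGA-GFP in 1% FBS DMEM, stimulated with 500 pg/mL TGF-beta after compound addition. %Activity was normalised to no-cell wells (complete cell-killing) and DMSO (no toxicity), and curves were fitted and classified.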
Nrf2 block – inhibitors of Nrf2 signaling. hit rate 2.1% among 360,000. Potency, µM (series often up to 46 µM), for the others: at the highest dose activity change, negative = inhibition, usual class: inhibitors. A549 ARE-Fluc reporter, luciferase luminescence, 18-24 h; further: potency means the concentration at half of the fitted maximal effect; on the % scale 0 is the no-effect control and ±100 the full control effect; nearly all actives have a fitted effect of over 60% in size
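Reporter: ARE-Fluc in A549. Exposure: 18-24 h, 37 °C, 5% CO2, 5% FBS OPTI-MEM. Readouts: fluorescent cytotoxicity (CellTiter-Fluor), then luminescent Nrf2 signal after BugLite.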
IL2 activator – activates IL-2 in a cell-based reporter assay. IL-2 activation reporter assay, cell-based qHTS; stimulated with anti-CD3/CD4/CD28 beads; in transgenic mouse T cells. activation, % (series mostly up to about 46 µM). hit rate 0.065% among 360,000. AID 652025; in the data active means activation above about 50%; inconclusive means mostly about 30% to 49%; further: 0% is about no effect
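First, unstimulated transgenic mouse T cells were exposed to compound for 60 min. Next, anti-CD3/anti-CD4-coated beads with anti-CD28 were added. Finally, after 18 h at 37 degrees C, EGFP and DsRed were imaged.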
Starred values were filed as active, the others as inactive; i = inactive; ? = inconclusive; . = not tested or not shown; [ ] = dose if it differs, or a comment. Unless noted, the call rests on the fitted dose curve; in most records, active means well fitted curve in the direction sought with a large enough effect; inconclusive means small, poorly fitted or top-dose-only effect, or another doubt; inactive means no such curve, though single readings can be large; an effect the other way counts as inactive or inconclusive.

SMILES	EPAC2 agonist	Nrf2 activator	ATXN2 expr inh	A549 viability	S2 tox	TGFb inhibitor	HepG2 viability	Nrf2 block	IL2 activator
O=S(=O)(Nc1nc2ccccc2nc1Cl)c1ccc2ccccc2c1	4%	3.2%	-2%	-16%	?	?	-35%	?	0.0
COc1ccc(N2CCN(S(=O)(=O)CCNC(=O)Cc3ccc(OC)c(OC)c3)CC2)cc1	.	0.6%	.	?	.	-6%	-1%	.	.
Cc1ccc(C(=O)N/C(=C\c2ccco2)C(=O)N2CCOCC2)cc1C	6%	-0.6%	-3%	1%	i	-3%	-9%	1%	-1.6
N#Cc1c(N)n(C2OC(CO)C(O)C2O)c2ncnc(N)c12 (centres undefined)	-2%	-2.1%	0.3µM*	?	?	?	-42%	?	-7.5
CN(C)Cc1nc2ccccc2c(=O)n1Cc1nc(-c2cccc([N+](=O)[O-])c2)cs1	6%	25%	?	?	i	-16%	-3%	-23%	-0.3
O=C(CCS(=O)(=O)c1ccccc1)N(Cc1cccnc1)c1nc2ccc(F)cc2s1	.	6.6%	.	6%	.	?	-21%	.	.
Cc1cc(C)n(CCN(C)c2nc3nonc3nc2NC2CC2)n1	5%	-0.1%	6%	-2%	i	6%	1%	-9%	0.5
OC(COc1ccc(Cl)c2ccccc12)CN1CCN(c2ccccn2)CC1 (centres undefined)	13%	3.5%	-4%	3%	i	?	-96%	-25%	-2.1
CCN(CC)c1ccc(NC(=O)c2cnc3ccccn3c2=O)c(C)c1	5%	0.2%	-8%	-19%	i	-8%	-24%	2.9µM*	-2.0
O=C(c1cccs1)N1CCC2(O)CCCCC2C1c1ccc(F)cc1 (centres undefined)	0%	-0.7%	6%	1%	i	0%	7%	16%	0.0
Cc1ccc(S(=O)(=O)N2CCC(c3nc(-c4cccs4)nc4ccccc34)CC2)cc1	.	.	.	7%	.	25%	-4%	12%	.
Cc1ccc(NC(=O)Nc2ccccc2C(N)=O)cc1	-5%	-0.2%	.	-13%	i	-6%	15%	8%	1.8
COc1ccc(C(=O)NCCc2ccc(C(F)(F)F)cc2)cc1S(=O)(=O)N1CCOCC1	-2%	3.2%	-21%	3%	i	-19%	-16%	?	0.9
COc1ccccc1-c1sc2ccccc2c1-c1ccc(Br)nc1	14%	10%	6%	10%	i	?	-3%	4%	-0.4
COc1cccc(NC(=O)CN2C(=O)C(c3ccc(C)cc3)=NC23CCCCCC3)c1	-1%	-0.3%	-10%	-5%	i	-27%	-3%	-18%	-1.5
C/C(=N\NC(=O)C1=NNC(=O)C1C)c1cccs1 (centres undefined)	3%	1.1%	24%	5%	.	-2%	-61%	?	-0.6
COc1ccc(OC)c(CCNC(=O)CCC(=O)N2CCOc3ccc(C)cc32)c1	-3%	-0.2%	-17%	5%	i	-5%	-23%	?	-2.0
COc1ccccc1CN1CC(C(=O)NCc2cccc(C)n2)CCC1=O (centres undefined)	0%	-0.7%	11%	8%	i	22%	28%	10%	-1.7
O=C1CSC(=S)N1N=Cc1ccc(Cl)s1	-1%	6.2%	5%	-6%	i	-21%	-14%	7%	-3.7
O=C(CN1C(=O)C2(SCC(=O)N2c2ccccc2)c2ccccc21)Nc1ccccc1C(F)(F)F (centres undefined)	.	0.4%	-1%	2%	i	1%	-8%	-16%	.
COC(=O)[C@]12CCCCC=C1N(Cc1cccc3ccccc13)C(=O)[C@H](CC(=O)NCc1ccccc1)C2	14%	0.7%	?	.	?	.	.	.	-1.1
NC(=O)c1ccccc1NC(=S)NC(=O)c1ccc(Br)o1	-12%	14µM*	16%	0%	i	0%	-43%	?	4.6
Cc1ccc(S(=O)(=O)Nc2ccc(C(=O)NC3CC3)cc2)cc1	0%	-0.7%	1%	3%	i	0%	-2%	-2%	-1.0
Clc1ccc(CSc2nc3ccncc3[nH]2)cc1	8%	-0.2%	-12%	7%	i	4%	-59%	?	-2.1
Cc1ccc(C(=O)N/N=C\c2ccc(-c3ccc(Cl)cc3)o2)cn1	-2%	3.5%	.	-8%	i	?	-46%	3%	0.1

No new results follow: entries from further up.
SMILES	EPAC2 agonist	Nrf2 activator	ATXN2 expr inh	A549 viability	S2 tox	TGFb inhibitor	HepG2 viability	Nrf2 block	IL2 activator
O=S(=O)(Nc1nc2ccccc2nc1Cl)c1ccc2ccccc2c1	4%	3.2%	-2%	-16%	?	?	-35%	?	0.0
COc1ccc(N2CCN(S(=O)(=O)CCNC(=O)Cc3ccc(OC)c(OC)c3)CC2)cc1	.	0.6%	.	?	.	-6%	-1%	.	.

Carrying on.
SMILES	EPAC2 agonist	Nrf2 activator	ATXN2 expr inh	A549 viability	S2 tox	TGFb inhibitor	HepG2 viability	Nrf2 block	IL2 activator
CCOC(=O)C1=CN(Cc2cccc(F)c2)S(=O)(=O)N(CC)C1c1ccc(C(F)(F)F)cc1 (centres undefined)	1%	3.9%	-13%	3%	i	-20%	-22%	-15%	1.6
Cn1c(=O)c(=O)n(C)c2cc(NC(=O)c3ccccc3Br)ccc21	.	?	-12%	-1%	i	-6%	-20%	10%	.
Cc1ccc(NC(=O)Cn2nnc(C(=O)NCc3ccc4c(c3)OCO4)c2N)cc1Cl	.	1.0%	.	-6%	.	2%	-6%	?	.
COc1cc(OC)nc(NC(=S)NC(=O)c2ccccc2)n1	-5%	11µM*	0%	25%	i	?	-16%	11%	-0.2
CCN(Cc1ccccc1)C1CCN(Cc2ccccc2)CC1	-4%	0.6%	3%	0%	i	7%	2%	4%	0.3
Cc1c(NC(=O)OCCSc2nc(N(C)C)nc(N(C)C)n2)sc(=S)n1C	-9%	0.1%	-7%	-8%	i	-13%	-1%	-19%	-2.9
COC(=O)C1CCN(C(=O)CSc2nnc(-c3ccncc3)o2)CC1	-1%	-1.5%	-12%	-15%	i	7%	0%	-15%	0.2
CC(C)c1ccccc1NC(=O)CNCCOc1ccccc1F	1%	-0.8%	-11%	7%	i	-3%	1%	3%	-3.3
CCCC(C)NC(=O)CN1C(=O)c2cccc3cccc1c23 (centres undefined)	4%	0.0%	-9%	1%	i	-3%	-9%	-10%	-0.4
CCOC(=O)c1c(NC(=O)c2ccoc2C)sc(C)c1C	-1%	0.5%	-21%	-6%	i	14%	-5%	-23%	0.8
CCOc1cccc(OCCOCCN2CCCC2)c1	1%	0.5%	-7%	12%	i	16%	0%	8%	-0.6
Cn1c(=O)c2[nH]c(CCCCCCCCc3nc4ccccc4[nH]3)nc2n(C)c1=O	1%	5.8%	-37%	-21%	?	?	-33%	8.2µM*	-1.0
N#Cc1nc(-c2ccc(OCc3ccccc3)cc2)oc1NCCCn1ccnc1	-9%	-0.6%	?	-1%	?	-5%	-12%	-13%	0.4
CC1CCCN(C(=O)COC(=O)Cc2c[nH]c3ccccc23)C1 (centres undefined)	0%	-0.2%	4%	6%	i	3%	-19%	-7%	-0.2
COCCN(CCOC)S(=O)(=O)c1ccc(C(=O)Nc2nc(-c3ccncc3)cs2)cc1	-5%	2.3%	-17%	-5%	i	-10%	-13%	?	-0.2
O=S(=O)(NC1=NCCC1)c1cccc(NC(=S)Nc2ccc(OC(F)F)cc2)c1	-2%	0.2%	-5%	-2%	?	0%	-14%	-1%	0.3
Cc1ccc(C)c(CN2C(=O)C3(OCCCO3)c3ccccc32)c1	13%	0.1%	-14%	-3%	i	-2%	-7%	-6%	-1.4
Cc1ccc2c(c1)c(=O)c1ccccc1n2CCCC(=O)Nc1cc(Cl)ccc1C	.	0.3%	-4%	-4%	i	-26%	11%	4%	.
Cc1cc(=O)n2c3ccccc3n(CC(O)CN3CCC(C)CC3)c2c1C#N (centres undefined)	0%	-0.4%	-8%	-3%	i	-6%	-13%	0%	-0.3
COc1cccc(-c2nc(N3CCN(c4ccccc4)CC3)c3ccccc3n2)c1O	-20%	-0.2%	5%	0%	i	2%	-12%	5%	1.2
O=C(OCc1nnn(Cc2ccccc2)c1-c1c(COC(=O)c2ccccc2)nnn1Cc1ccccc1)c1ccccc1	10%	0.9%	-3%	-6%	?	-13%	-6%	-19%	0.7
O=C(Nc1cccc(F)c1)Nc1nnc([C@@H]2C[C@H](O)[C@@H](CO)O2)s1	8%	-0.5%	29%	.	i	5%	-8%	.	-0.8
Cc1cccc(-n2cc(CNCCN3CCOC3=O)c(-c3cccc(F)c3)n2)c1	3%	8.1%	0%	-6%	i	-21%	-20%	11%	-2.7
CCS(=O)(=O)n1nc(-c2ccccc2)cc1N	9%	0.2%	2%	0%	i	-1%	-2%	12%	-1.4
CCCC(=O)Nc1ccc2c(c1)nc(CCN1CCC(C)CC1)n2C	-8%	-0.4%	.	.	i	6%	-5%	.	-0.7
O=C(Cn1c(SCCOc2ccccc2Cl)nc2ccccc21)N1CCOCC1	.	3.3%	2%	-1%	?	-5%	4%	-6%	.
CC(=O)Oc1ccc(/C=N/NC(=O)c2ccc(N(C)S(=O)(=O)c3ccccc3)cc2)cc1	-2%	-0.4%	4%	-8%	i	6%	2%	8%	-0.1
Cc1cccnc1NC(=O)CCCc1c[nH]c2ccccc12	-5%	-0.5%	15%	2%	i	42%[activator]	5%	12%	-1.9
NC(=O)CC(NC(=O)c1cccc(Br)c1)c1ccc(NC2CCCCCCCCCCC2)c([N+](=O)[O-])c1 (centres undefined)	0%	0.0%	14%	-5%	i	-3%	-2%	13%	0.6
CCOC(=O)N1CCN(C(=O)c2ccc(Cn3c(=S)[nH]c4ccc(Br)cc4c3=O)cc2)CC1	16%	0.1%	?	?	i	-1%	-5%	4.1µM*	-5.5

Printed as active in Nrf2 activator, among the entries above:
mol	EPAC2 agonist	Nrf2 activator	IL2 activator
NC(=O)c1ccccc1NC(=S)NC(=O)c1ccc(Br)o1	-12%	14µM*	4.6
COc1cc(OC)nc(NC(=S)NC(=O)c2ccccc2)n1	-5%	11µM*	-0.2
